Mito fusion yeast = qHTS Assay for Small Molecule Inhibitors of Mitochondrial Division or Activators of Mitochondrial Fusion. AID 485298, 2010. S. cerevisiae fusion-defective mutant growth rescue, CellTiterGlo 48 h. 320,000 compounds, 0.23% hits. Potency, µM (highest dose often 46.1 µM), for the others: top-dose growth rescue (activation), actives largely listed as activators;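 note: potency is the fitted concentration of half-maximal effect; % of control where 0% means no effect; nearly all actives have a fitted effect of over 45% in size; temperature-sensitive fusion mutants such as fzo1-1 at 37 °C on non-fermentable ethanol glycerol medium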
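Yeast fusion mutant, YPEG (non-fermentable carbon), compound, 48 h at 37C non-permissive; CellTiterGlo added, 10 min RT, luminescence read. Rescued growth = division inhibition.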
MLL CXXC-DNA inh = qHTS Fluorescence Polarization Assay for Inhibitors of MLL CXXC domain - DNA interaction; Histone-lysine N-methyltransferase 2A (Homo sapiens), Q03164; MLL-CXXC / FITC-HOXA9 DNA fluorescence polarization; Potency, µM (doses to about 115 µM), without a hit: at the top dose activity change, negative = inhibition, usual class: inhibitors; 290,000 compounds, 0.037% hits; AID 2662, 2010; active = well fitted inhibition curve with a large enough effect in the polarisation, with a control signal flat, not every such curve was filed as active; inconclusive = small, poorly fitted or top-dose-only effect, or effect the other way, or a change in a side signal; inactive = no such curve, though single readings can be large or run the other way; the % refers to the polarisation; note: potency is the fitted concentration of half-maximal effect
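Fluorescence polarization: 7 uM MLL-CXXC (stock) preincubated 5 min with compounds, then 50 nM fluorescein-HOX-A9 DNA (stock) added; 30 min ambient. Buffer 50 mM Tris-HCl pH 7.5, 50 mM NaCl, 1 mM DTT, 0.05% BSA.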
a7 integrin act = qHTS for Activators of Integrin-Mediated Alleviation for Muscular Dystrophy. alpha7betagal myoblasts, beta-gal FDG fluorescence, 48 h. Potency, µM (titrated, usually from 38.3 µM), inactives show at the highest dose activation, usual class: activators. 350,000 compounds, 0.064% hits. AID 624291, 2012;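 note: potency is the fitted concentration of half-maximal effect; 100% = response of the positive control SU9516; nearly all actives have a fitted effect of over 60% in size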
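Alpha7betagal+/- myoblasts (passage 13) were plated 16-24 hr, then exposed to compounds (1:260 dilution of DMSO stock) for 48 hours at 37C. After MPER lysis, β-galactosidase reporter activity was read as FDG fluorescence (ex 480/em 540) after 30 minutes.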
MBNL1 CUG block = qHTS Assay for Inhibitors of MBNL1-poly(CUG) RNA binding. Muscleblind-like protein 1 (Homo sapiens), Q9NR56. TR-FRET MBNL1-His/biotin-(CUG)12 binding, 665/545 ratio. Potency, µM (top dose mostly 57.5 µM), without a hit: top-dose activity change, negative = inhibition, actives largely listed as inhibitors. 280,000 compounds, 0.036% hits. AID 2675, 2010; active = well fitted inhibition curve with a large enough effect in the signal ratio, with a control signal flat, not every such curve was filed as active; inconclusive = small, poorly fitted or top-dose-only effect, or effect the other way, or a change in a side signal; inactive = no such curve, though single readings can be large or run the other way; the % refers to the signal ratio; note: potency is the fitted concentration of half-maximal effect; % is set by controls: 0 for no effect and ±100 for the full control effect
Target sequence (Q9NR56 whole entry, looked up): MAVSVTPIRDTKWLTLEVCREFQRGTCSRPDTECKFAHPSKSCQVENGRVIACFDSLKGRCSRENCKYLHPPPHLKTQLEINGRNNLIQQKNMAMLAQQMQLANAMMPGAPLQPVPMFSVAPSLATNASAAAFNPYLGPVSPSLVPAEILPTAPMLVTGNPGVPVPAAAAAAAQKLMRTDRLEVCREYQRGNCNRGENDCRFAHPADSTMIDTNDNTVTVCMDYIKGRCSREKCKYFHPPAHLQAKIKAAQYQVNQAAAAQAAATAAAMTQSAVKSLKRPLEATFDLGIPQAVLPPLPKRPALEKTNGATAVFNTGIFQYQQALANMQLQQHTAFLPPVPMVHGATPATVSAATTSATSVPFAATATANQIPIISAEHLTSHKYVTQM
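TR-FRET readout: Ex 340 nm, 665/545 nm emission ratio, normalized to buffer-only (basal) and MBNL1-(CUG)12 controls. Complex of MBNL1-His with Biotin-(CUG)12, compounds 92 nM–58 uM, incubated 60 min at room temperature.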
AT treatment = qHTS Assay for Identifying a Potential Treatment of Ataxia-Telangiectasia; Potency, µM (series often up to 57.5 µM), inactives show at the top dose activation, actives largely listed as activators; 320,000 compounds, 0.19% hits; […] A-T fibroblasts, KAP-1 phosphorylation AlphaLISA; neocarzinostatin DNA damage 30 min before lysis; note: potency is the fitted concentration of half-maximal effect; % of control where 0% means no effect; nearly all actives have a fitted effect of over 45% in size
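hTERT-immortalized A-T patient fibroblasts ([…]), 500 cells/well in OPTI-MEM, 1% FBS, got compounds for 60 min, then NCS for 30 min at 37C. Lysates were then assayed for phospho-KAP-1 by AlphaLISA (anti-pKAP1 donor, anti-KAP1 acceptor beads), 6 hr at 25C.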
TCR activator = Activators of T cell receptors: qHTS campaign. 330,000 tested, under 10 active. Potency, µM (doses to about 9.22 µM), for inactives: at the highest dose activation of IL-2 secretion, actives largely listed as activators. primary human leukocytes, anti-CD3, IL-2 HTRF, 48 h. AID 504894, 2011; note: % of control where 0% means no effect
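Primary human leukocytes receive a-CD3 beads and test compound and are incubated 48 hr. Secreted IL-2 is then assayed by HTRF, measuring 665nm acceptor emission after 320nm excitation of the europium donor.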
S-ASM inh = Inhibitors of Secretory Acid Sphingomyelinase (S-ASM): qHTS | Sphingomyelin phosphodiesterase (Homo sapiens), P17405 | placental ASM, HMU-PC fluorogenic substrate, 60 min | Potency, µM (titrated, usually from 57.5 µM), for inactives: top-dose activity change, negative = inhibition, hits mostly inhibitors | 340,000 compounds, 0.006% hits | AID 504937, 2011; note: potency is the fitted concentration of half-maximal effect
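qHTS format. ASM enzyme prepared from human placenta hydrolyses the fluorogenic substrate HMU-PC0 (9 uM final) over 60 min at 37 °C after a 10 min compound preincubation.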
TSHR antagonist = Antagonists of the Thyroid Stimulating Hormone Receptor: HTS campaign. activity change, negative = inhibition, % at 11.5 µM. TSHR-expressing cells, TSH-stimulated cAMP HTRF, 2 h; stronger effect = lower value. AID 504810, 2011. Thyrotropin receptor (Homo sapiens), P16473. 330,000 compounds, 0.2% hits;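 active = activity change below a set negative limit, meaning inhibition stronger than a set level, cut at about -70% in these data; inconclusive = activity change between two set negative limits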; note: % is set by controls: 0 for no effect and ±100 for the full control effect
Target sequence (P16473 whole entry, looked up): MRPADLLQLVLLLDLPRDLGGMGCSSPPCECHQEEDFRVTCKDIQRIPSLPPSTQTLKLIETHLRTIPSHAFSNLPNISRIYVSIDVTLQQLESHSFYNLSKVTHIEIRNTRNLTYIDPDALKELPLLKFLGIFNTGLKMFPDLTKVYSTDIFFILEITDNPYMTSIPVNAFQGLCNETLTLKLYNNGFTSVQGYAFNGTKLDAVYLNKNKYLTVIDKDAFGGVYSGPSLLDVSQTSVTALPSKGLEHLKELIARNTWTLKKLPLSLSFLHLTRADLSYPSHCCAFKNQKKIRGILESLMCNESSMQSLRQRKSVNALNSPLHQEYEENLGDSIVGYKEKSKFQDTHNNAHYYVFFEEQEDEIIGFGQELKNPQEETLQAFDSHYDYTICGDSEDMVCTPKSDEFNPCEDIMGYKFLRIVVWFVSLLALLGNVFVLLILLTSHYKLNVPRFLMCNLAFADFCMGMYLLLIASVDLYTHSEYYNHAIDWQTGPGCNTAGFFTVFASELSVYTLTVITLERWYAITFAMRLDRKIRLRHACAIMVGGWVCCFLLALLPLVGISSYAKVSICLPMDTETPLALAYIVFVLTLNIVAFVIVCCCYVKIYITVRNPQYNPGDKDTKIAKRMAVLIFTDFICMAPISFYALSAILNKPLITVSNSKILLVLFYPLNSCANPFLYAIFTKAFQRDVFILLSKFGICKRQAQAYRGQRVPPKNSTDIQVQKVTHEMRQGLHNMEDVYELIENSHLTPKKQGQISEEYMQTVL
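Cell-based HTRF cAMP assay; TSHR cells + compound, TSH EC80 (4nM final), 2 h, 37 deg C. Lysis with anti-cAMP cryptate and cAMP-d2, 30 min RT, read 665/620 nm.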
Menin-MLL TR inh = qHTS Assay for Inhibitors Targeting the Menin-MLL Interaction in MLL Related Leukemias: Competition With Texas Red Labeled MLL-derived Mutant Peptide; AID 1768, 2009; O00255; 270,000 compounds, 0.23% hits; Potency, µM (doses to about 61.6 µM), for the others: at the top dose FP activity change, negative = inhibition, most hits filed as inhibitors; Menin + Texas Red MLL mutant peptide, fluorescence polarization; active = well fitted inhibition curve with a large enough effect in the polarisation, with a control signal flat, not every such curve was filed as active; inconclusive = small, poorly fitted or top-dose-only effect, or effect the other way, or a change in a side signal; inactive = no such curve, though single readings can be large or run the other way; the % refers to the polarisation; note: potency is the fitted concentration of half-maximal effect; % of control where 0% means no effect; many of its hits are not listed in these tables
TSG101-PTAP inh = qHTS Assay for Iinhibitors of HIV-1 Budding by Blocking the Interaction of PTAP/TSG101. Potency, µM (top dose mostly 115 µM), for inactives: top-dose activity change, negative = inhibition, most hits filed as inhibitors. 340,000 tested, under 10 active. Fluorescence polarization, FITC-PTAP peptide / Tsg101 binding. Tumor susceptibility gene 101 protein (Homo sapiens), Q99816; active = well fitted inhibition curve with a large enough effect in the main read-out, with a control signal flat, not every such curve was filed as active; inconclusive = small, poorly fitted or top-dose-only effect, or effect the other way, or a change in a side signal; inactive = no such curve, though single readings can be large or run the other way; note: potency is the fitted concentration of half-maximal effect; % of control where 0% means no effect
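Steps: Tsg101 binding domain dispensed (10 uM final), compounds pinned in DMSO, FITC-labeled PTAP-motif peptide added (50 nM final); after 20 min binding at room temperature, polarization measured.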
Active calls of the source: *; ? = inconclusive; · = no result given; [ ] = another dose, or the depositor's remark. Unless noted, calls come from the whole dose curve; as a rule, active = well fitted curve in the direction sought with a large enough effect; inconclusive = small, poorly fitted or top-dose-only effect, or another doubt; inactive = no such curve, though single readings can be large; an effect the other way counts as inactive or inconclusive.

SMILES	Mito fusion yeast	MLL CXXC-DNA inh	a7 integrin act	MBNL1 CUG block	AT treatment	TCR activator	S-ASM inh	TSHR antagonist	Menin-MLL TR inh	TSG101-PTAP inh
Cc1sc2nc(SC(C)C)nc(N)c2c1C	1.1%	7.4%	14.1%	34.4%[activator]	1.9%	2.3%	2.2%	-2.4	9.5%	-2.2%
COC(=O)c1ccc(NC(=O)C2CCN(S(C)(=O)=O)CC2)cc1	3.2%	-4.5%	7.6%	-7.0%	4.0%	-1.7%	-1.6%	0.5	5.0%	-5.9%
COc1ccc(CNC(=O)CN(C(=O)c2csnn2)c2cccc(F)c2)cc1	4.8%	4.9%	7.4%	2.1%	21.1%	-1.2%	-0.2%	-6.3	-4.1%	-4.5%
O=c1[nH]c2ccc(NC(=S)NCc3ccccc3)cc2[nH]1	8.4%	1.0%	-5.2%	-1.5%	12.7%	4.7%	4.7%	-2.4	·	0.2%
C=CCCN(C(CC(C)C)C(=O)OC)S(=O)(=O)c1cc(Br)ccc1Br (stereo not drawn)	-71.4%[inhibitor]	5.4%	-24.0%	1.5%	21.6%	1.4%	3.2%	-5.5	16.2%	0.5%
Cc1ccc(S(=O)(=O)N2CCCOC2CNC(=O)C(=O)NC2CCCC2)cc1 (stereo not drawn)	2.8%	3.4%	17.8%	-3.0%	19.6%	-21.1%	-1.1%	2.5	·	0.4%
O=C(c1cc(F)ccc1F)C1CCCN(C(=O)CCN2CCCCO2)C1 (stereo not drawn)	1.7%	7.6%	8.5%	-6.0%	10.0%	0.4%	0.0%	7.2	-17.8%	-2.7%
CCOC(=O)c1cnc(-n2nc(C)cc2C)nc1-n1nc(C)cc1C	-11.2%	7.2%	26.3%	3.2%	-0.4%	1.5%	-0.7%	9.7	6.4%	-5.6%
COc1ccc(S(=O)(=O)NCCSCc2cccs2)cc1	10.6%	3.9%	12.8%	-2.6%	0.7%	-0.1%	0.2%	-11.7	3.0%	-2.6%
Cc1ccc(NC(=O)CN(C)C(=O)CSc2nnc(C(F)(F)F)n2C)cc1	-3.5%	-2.5%	-8.3%	-1.5%	1.2%	4.6%	6.1%	7.7	14.3%	1.7%
c1ccc(-c2ccc(-c3[nH]ncc3CN3CCC(N4CCSCC4)CC3)cc2)cc1	2.0%	5.6%	-23.5%	3.8%	0.4%[11.5 µM]	-4.2%	2.3%	9.4	-21.9%	-5.9%
CC1(C)CC(=O)C(C=NCCN2CCN(C(=S)Nc3ccc(F)cc3)CC2)=C(O)C1	1.1%	-8.1%	22.8%	-5.4%	-1.5%	-0.9%	0.2%	13.9	10.2%	-4.2%
O=C(NCC(=O)N(CC1CCCO1)C(C(=O)NC1CCCC1)c1cccnc1)c1ccco1 (stereo not drawn)	0.8%	-4.3%	12.6%	-6.2%	4.1%	-3.1%	4.1%	-4.6	-3.5%	0.1%
CC(C)c1ccc(NC(=O)C(=O)C2C(=O)Nc3ccccc32)cc1 (stereo not drawn)	2.9%	2.6%	15.9%	3.9%	6.4%	4.9%	-0.8%	-1.4	?	-1.2%
C/C(=N/NC(=O)CNC(=O)/C=C/c1ccco1)c1ccc(Cl)cc1	1.9%	-0.5%	-8.8%	3.1%	-2.6%	12.5%	-2.8%	-5.0	?	0.0%
CC(Oc1cc2oc(=O)c3c(c2cc1Cl)CCCC3)C(=O)NCC1CCC(C(=O)O)CC1 (stereo not drawn)	3.1%	3.8%	-7.0%	3.2%	6.2%	0.0%	3.2%	-19.4	5.5%	-4.7%
N#C/C(C(=O)N1CCOCC1)=c1/s/c(=C\c2ccccn2)c(=O)n1-c1ccccc1	2.4%	-6.3%	-19.1%	13.7%	-2.6%	-0.3%	6.0%	-2.1	9.4%	-4.4%
O=C1CCc2cc(S(=O)(=O)N3CCCCC3)cc3c2N1CCC3	9.3%	·	-10.4%	·	·	-3.7%	0.6%	29.9	·	-5.5%
COc1ccc(NC(=O)c2ccc(S(=O)(=O)N3CCOCC3)cc2)c(OC)c1	-3.6%	2.6%	17.6%	2.6%	11.7%	-5.7%	-1.5%	2.2	5.1%	-6.4%
CC1(C)CC(=O)C2=C(C1)OC(c1ccncc1)C(C#N)=C2N (stereo not drawn)	-0.8%	5.6%	7.8%	4.4%	-1.0%	0.1%	-0.5%	-7.9	4.4%	2.1%
Cc1cc(CNC(=O)c2ccc3c(c2)OCO3)c2ccccc2n1	-2.3%	-7.3%	-45.9%[inhibitor]	3.0%	-6.5%	11.8%	2.4%	-0.9	4.8%	-0.6%
COc1ccc(C(=O)COc2ncnc3cc(Cl)ccc23)cc1	-2.9%	-7.8%	-6.8%	-3.3%	-12.3%	8.1%	-0.4%	12.0	·	-2.7%
Cc1ccc(S(=O)(=O)Cc2cc(F)c([N+](=O)[O-])cc2[N+](=O)[O-])cc1	-73.7%[inhibitor]	16.4%	-57.3%[inhibitor]	?	5.6%	1.8%	-1.3%	-37.9	?	-1.9%
COc1cccc(-c2nc(CS(=O)CC(=O)NCc3ccccc3Cl)c(C)o2)c1 (stereo not drawn)	4.7%	16.9%	-18.4%	-9.9%	0.3%	-6.8%	2.6%	-4.1	7.7%	-0.2%
COc1ncnc2c1cnn2-c1ccccc1	-5.4%	0.6%	2.0%	-0.1%	·	·	-1.0%	·	-14.7%	-6.0%
O=C(O)COc1ccc2c(-c3ccccc3)cc(=O)oc2c1	-2.2%	3.7%	-1.4%	?	3.9%	5.7%	2.1%	-9.5	-12.0%	-6.8%
CCCCOc1ccc(C(=O)CCN2CCCCC2)cc1	-1.2%	5.8%	·	-5.4%	-16.3%	-0.2%	2.4%	-21.4	-8.0%	-1.8%
CC(=O)Oc1ccc2c(=O)oc(-c3ccccc3)nc2c1	0.2%	1.8%	14.4%	-9.6%	-3.3%	8.9%	4.6%	-8.2	14.2%	0.8%
CCN(CC)CCCNC(=O)C1c2cc(OC)c(OC)cc2C(=O)N(C)C1c1cccs1 (stereo not drawn)	-0.4%	3.0%	-2.9%	14.8%	0.5%	·	0.9%	5.4	3.4%	-2.3%
CC[C@]12C(=O)N(C)C[C@H]([C@@H]3C(=O)N(Cc4ccccc4)C(=O)[C@@H]31)N2C(=O)c1ccccc1	·	·	15.1%	·	·	0.4%	3.2%	·	·	-1.7%
CC(NC(=O)c1cc(=O)[nH]c2ccccc12)c1ccccc1 (stereo not drawn)	-2.4%	-3.6%	0.0%	-3.4%	-4.5%	1.0%	-0.1%	7.4	-8.0%	-0.5%
O=C(Nc1ccc(S(=O)(=O)N2CCC(C(=O)NC3CCCCC3)CC2)cc1)c1ccco1	2.8%	24.3%	-10.9%	-2.9%	1.8%	-1.7%	0.2%	-6.8	-2.8%	-7.0%
NS(=O)(=O)c1ccc(CNC(=O)Cc2ccc(S(=O)(=O)N3CCOCC3)s2)cc1	1.3%	·	-4.5%	·	4.7%	2.6%	11.2%	·	·	4.5%
CCOC(=O)C1(Cc2ccc(Cl)cc2)CCN(C(=O)c2cnc(C)cn2)CC1	1.8%	10.2%	11.9%	-1.1%	35.1%	-0.7%	3.5%	10.4	·	-5.0%
Cc1ccc(OCCCCN2CCC(C)CC2)c(Br)c1	29.1%	-0.9%	-43.6%	·	-5.6%	7.4%[46.1 µM]	-1.0%	6.9	-4.3%	-1.1%
Cc1ccc2nc(-c3cccnc3)c(NC3CCCC3)n2c1	1.8%	-8.0%	12.0%	·	9.0%	-2.7%[46.1 µM]	8.0%	-4.2	9.4%	-6.2%
O=C(Cc1cn2ccsc2n1)OCc1nc2ccccc2s1	-0.9%	0.1%	11.3%	0.6%	-8.2%	-4.3%	4.4%	12.3	11.3%	-1.6%
Cc1cc(C)c(-n2nnnc2SCC(=O)c2cccs2)c(C)c1	0.3%	-21.1%	-17.0%	1.4%	-0.1%	6.0%	-0.8%	-7.0	·	0.0%

High-throughput results (PubChem BioAssay)

This is a subset, so the mix of outcomes need not match the whole.
